Mtb FBA inh: inhibits M. tuberculosis FBA enzyme | inhibition, % at 1 µM | actives 2.3% (n = 360,000) | P9WQA3 | purified M. tuberculosis FBA, fluorescence read-out; in the data active = inhibition above about 27%;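 note: 0% = vehicle and 100% = reference inhibitor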
Target sequence (P9WQA3 whole entry, looked up): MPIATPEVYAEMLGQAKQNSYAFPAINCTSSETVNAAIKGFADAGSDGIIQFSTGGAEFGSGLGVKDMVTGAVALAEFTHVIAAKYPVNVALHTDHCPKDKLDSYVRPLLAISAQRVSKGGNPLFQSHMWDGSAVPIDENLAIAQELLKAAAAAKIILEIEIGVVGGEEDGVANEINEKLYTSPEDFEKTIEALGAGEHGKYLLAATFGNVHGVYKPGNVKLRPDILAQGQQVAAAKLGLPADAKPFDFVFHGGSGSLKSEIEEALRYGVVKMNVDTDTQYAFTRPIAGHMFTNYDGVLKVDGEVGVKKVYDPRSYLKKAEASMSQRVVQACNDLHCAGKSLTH
UGM FP inh: blocks M. tuberculosis UGM enzyme; actives 0.06% (n = 320,000); purified UGM, fluorescence polarization probe displacement; P9WIQ1; inhibition, % at 10 µM; in the data active = inhibition above about 10%, passing the limit was not always enough; inconclusive = no clear call, values can overlap the other calls
Target sequence (P9WIQ1 whole entry, looked up): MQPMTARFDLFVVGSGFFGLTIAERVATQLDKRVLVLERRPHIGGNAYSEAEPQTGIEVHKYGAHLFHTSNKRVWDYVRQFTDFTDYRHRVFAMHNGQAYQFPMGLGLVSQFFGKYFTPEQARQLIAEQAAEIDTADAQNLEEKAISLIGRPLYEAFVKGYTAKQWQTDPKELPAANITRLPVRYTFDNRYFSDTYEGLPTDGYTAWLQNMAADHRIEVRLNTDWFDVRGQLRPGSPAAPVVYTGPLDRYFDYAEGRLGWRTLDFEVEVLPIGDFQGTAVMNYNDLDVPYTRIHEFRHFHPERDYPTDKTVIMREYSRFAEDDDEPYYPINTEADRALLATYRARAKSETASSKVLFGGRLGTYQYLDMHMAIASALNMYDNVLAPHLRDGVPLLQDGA
FadD28 binding: blocks FadD28 binding to the bisubstrate probe; fluorescence polarization; inhibition, % at 12.5 µM; actives 0.22% (n = 360,000); AID 588549; in the data active = inhibition above about 8.5%, passing the limit was not always enough; inconclusive = no clear call, values can overlap the other calls
GDH-TPI counter: GDH-TPI coupled enzyme inhibition counter-screen; actives 1.2% (n = 360,000); GDH-TPI coupled enzyme counterscreen, NADH absorbance; AID 588335; inhibition, % at 4.8 µM; in the data active = inhibition above about 30%;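 note: 0% = DMSO wells and 100% = wells lacking the enzyme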
BoNT A protease: BoNT A light chain protease inhibition | multiplex microsphere protease substrate cleavage, flow cytometry | inhibition, % at 10 µM | actives 0.17% (n = 360,000); note: plate controls were buffer without enzyme for full effect and enzyme alone for no effect
BoNT F protease: blocks Botulinum neurotoxin F light chain protease; inhibition, % at 10 µM; Multiplex microsphere protease cleavage assay, flow cytometry; AID 588497; actives 0.22% (n = 360,000); in the data active = inhibition above about 35%, passing the limit was not always enough; inconclusive = no clear call, values can overlap the other calls; note: plate controls were buffer without enzyme for full effect and enzyme alone for no effect
BioA inh: BioA (M. tuberculosis) enzyme inhibition | purified M. tuberculosis BioA enzyme, plate reader | inhibition, % at 9.99 µM | actives 0.096% (n = 360,000) | AID 602481; in the data active = inhibition above about 40%; inconclusive = no clear call, values can overlap the other calls
PfHsp40 rescue: restores yeast growth despite PfHsp40 toxicity. actives 0.68% (n = 340,000). growth rescue, % at 12.5 µM. S. cerevisiae expressing PfHsp40, growth rescue, ATP luminescence. AID 504582; in the data active = growth rescue above about 28%, passing the limit was not always enough; inconclusive = no clear call, values can overlap the other calls;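 note: yeast W303a lacking pdr1 and pdr3 grown in galactose medium; growth measured after three days at 30 °C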
Anthrax LF inh2: inhibitors of Bacillus anthracis lethal factor protease. P15917. multiplex microsphere protease cleavage assay, LF. inhibition, % at 10 µM. actives 0.12% (n = 360,000). AID 588501; note: plate controls were buffer without enzyme for full effect and enzyme alone for no effect
An asterisk follows results filed as active; ? = inconclusive; / = no result given. Cut-off read from the data, not from the text of the source, unless noted: active = inhibition above about 30%; inconclusive = no clear call, values can overlap the other calls; inactive = below that.

SMILES	Mtb FBA inh	UGM FP inh	FadD28 binding	GDH-TPI counter	BoNT A protease	BoNT F protease	BioA inh	PfHsp40 rescue	Anthrax LF inh2
O=C1N(c2ccccc2C(F)(F)F)O[C@]1(c1ccccc1)C1CCCC1	-1	1.7	-1.3	3	-0.3	2	0.1	-0.8	-9
COc1ccc(NC(=O)Cn2c(=O)c(C)nc3ccccc32)cc1Cl	-1	-0.1	-4.4	2	-1.1	-6	-0.3	0.3	-4
Cc1ccc(C(=O)CCNc2ccc(Cl)cc2)o1	1	3.8	-2.1	-4	-0.6	-3	-0.3	0.3	2
COc1ccc(-c2nc(C)sc2C)cc1	-3	-0.6	-0.9	9	-0.2	0	-0.6	-0.4	-3
CCC(C(=O)NCC1CCCO1)N(C(=O)c1snc(C(N)=O)c1N)c1ccc(Cl)cc1 (configuration not stated)	4	2.6	-3.0	6	-0.7	-11	-0.6	1.4	16
COc1cc(C(C)=O)ccc1COc1ccc(C(=O)OCC(N)=O)cc1OC	1	-3.0	-1.4	3	0.0	-8	0.7	0.2	-4
COc1cccc(Nc2nc3cc(C)ccc3cc2C)c1	-1	/	-1.2	4	-0.5	-4	0.1	/	-6
CCOC(=O)c1sc(NC(=O)CSc2nnnn2-c2ccccc2)c(C(=O)OCC)c1C	-2	-0.3	-0.2	-1	-0.6	6	-1.1	-0.7	2
CCN1CCN(C(=O)CCN2C(=O)c3ccccc3S2(=O)=O)CC1	1	-1.9	-0.5	6	2.5	1	-0.3	-0.1	-6
CC(=O)c1ccc(NC(=O)CSc2nnc(NC(=O)c3ccco3)s2)cc1	-1	-2.1	-3.0	2	-2.8	-1	-0.6	-0.5	3
COc1ccccc1Nc1cc(C)nc(Nc2ccccc2OC)n1	1	/	-2.9	6	0.3	9	-1.5	0.1	-2
O=C(CNC(=O)c1ccc(-c2ccccc2)cc1)OCc1ccc(Cl)cc1	1	0.3	-3.1	1	0.0	5	-1.1	-0.2	-4
Cc1ccc(O)c(NC(=O)/C=C/C(=O)O)c1	-2	-1.8	-2.7	-8	-0.3	-2	/	0.3	-5
CCC(=O)c1ccc(N2CCN(C(=O)c3cc([N+](=O)[O-])ccc3N3CCN(C)CC3)CC2)c(F)c1	-2	0.2	0.8	26	1.5	13	2.9	-0.3	3
O=C(NCCc1ccc(Cl)cc1)c1ccc2c(c1)OCCO2	2	-0.9	-2.0	7	-1.5	-16	-1.3	-0.3	12
Cc1ccc(S(=O)(=O)N2CCN(S(=O)(=O)c3ccccc3Br)CC2)cc1	0	/	-3.7	-3	-0.5	1	-2.7	-1.2	4
COCCn1c(=NC(=O)c2cc3ccccc3oc2=O)sc2cc(S(N)(=O)=O)ccc21	2	-4.4	-1.6	49*	1.8	21	1.9	-0.3	-1
CCN(C(=O)CN1C(=O)/C(=C/c2ccc(F)cc2)SC1=S)C1CCS(=O)(=O)C1 (configuration not stated)	-8	-4.4	-3.2	16	2.3	4	-1.4	-0.5	1
CCCCCCn1c(=O)c(C(=O)Nc2cnccn2)c(O)c2ccccc21	1	-1.1	-3.9	-8	0.2	2	/	-2.1	-7
CC(C)Cc1nnc(NC(=O)CCNC(=O)c2ccco2)s1	-2	0.4	-2.9	-13	-3.6	-6	2.2	0.7	-6

The closing 2 records of the section above are carried over, then new ones follow.
SMILES	Mtb FBA inh	UGM FP inh	FadD28 binding	GDH-TPI counter	BoNT A protease	BoNT F protease	BioA inh	PfHsp40 rescue	Anthrax LF inh2
CCCCCCn1c(=O)c(C(=O)Nc2cnccn2)c(O)c2ccccc21	1	-1.1	-3.9	-8	0.2	2	/	-2.1	-7
CC(C)Cc1nnc(NC(=O)CCNC(=O)c2ccco2)s1	-2	0.4	-2.9	-13	-3.6	-6	2.2	0.7	-6
COc1ccc(S(=O)(=O)N(C)C[C@H]2Oc3ccc(NS(=O)(=O)c4ccccc4)cc3C(=O)N([C@H](C)CO)C[C@@H]2C)cc1	3	0.4	0.7	5	-0.3	-6	0.4	5.0	-2
COc1cc(C2c3c(-c4ccccc4)n[nH]c3C(=O)N2c2ccc(C(=O)O)cc2)ccc1O (configuration not stated)	-2	0.1	-20	8	-0.6	-17	3.0	-0.9	-4
CC(/C=N/Nc1nnc(C)c(=O)[nH]1)=C\c1ccccc1	-3	-0.3	-2.2	32*	-0.1	2	0.2	1.9	-2
COc1ccccc1OCC(=O)Nc1ccc(N2CCCCC2)cc1	-1	0.2	-1.5	-3	1.3	-36	/	-0.3	-26
COc1ccc(NC(=O)CSc2nccn2-c2ccccc2)cc1	-1	1.9	1.0	10	0.2	14	1.1	-0.4	0
CCSc1ccccc1C(=O)N1CCC2(CC1)CC(=O)c1ccccc1O2	3	9.0	-3.1	-11	0.4	-1	/	-0.3	3
Cc1[nH]nc2cn[nH]c12	6	-0.9	-0.5	-1	1.0	5	0.0	0.6	2
O=C(NCCCN1CCOCC1)C(=O)N/N=C/c1ccccc1O	3	2.5	-0.7	6	-0.7	1	/	-0.8	-5
CC1CCCCC1NC(=O)C1CCCN(S(=O)(=O)c2ccc(-n3cnnn3)cc2)C1 (configuration not stated)	5	1.4	/	3	0.8	-2	-1.7	-0.1	-3
Cc1cnc(NC(=O)COc2ccccc2Cl)s1	0	0.4	-2.9	10	0.6	5	0.6	-0.5	-1
CC(C)CC(=O)NS(=O)(=O)c1ccc(NC(=O)c2ccco2)cc1	-2	1.2	0.0	-2	-0.1	0	1.2	?	-2
COc1ccc(N2C(=S)NC(C)(C)CC2(C)c2ccc(OC(C)=O)cc2OC(C)=O)cc1 (configuration not stated)	-7	2.5	-3.9	-7	0.2	4	/	1.7	-5
CCc1nn(C(C)C(=O)NCCc2ccccc2)c(=O)c2cc3occc3n12 (configuration not stated)	-1	0.1	-1.2	12	1.1	6	22	-2.0	-4
O=C(NCCNCc1ccccn1)c1ccco1	-2	2.6	-3.2	-4	-0.7	1	/	0.0	-1
CCCCCOC(=O)Nc1ccc(S(=O)(=O)Nc2cccc([N+](=O)[O-])c2)cc1	-1	-0.7	-3.7	-11	0.4	6	-0.7	0.2	-4
COc1ccc(C2=CC(=O)C[C@H](c3ccc(F)cc3)C2)c(OC)c1	1	-1.9	-4.4	9	-0.2	-2	0.8	16	-4
CCOC(=O)COc1cccc2c(=O)n(CC(=O)NCc3ccc(F)cc3)ccc12	5	-4.7	0.0	13	1.4	4	-2.1	-0.2	0
CC(C)CN1C(=O)C(=O)N(CC(=O)c2ccc3c(c2)CCCC3)C1=O	-5	-3.8	-3.8	0	2.9	0	-0.5	2.4	2
CC(C)NC(=O)NC(=O)COC(=O)Cc1c(F)cccc1Cl	-1	-0.8	-0.1	5	0.7	-4	0.1	-1.2	0
COC(=O)c1ccc(CSc2nc(N3CCOCC3)c3c(c2C#N)CC(C)(C)OC3)o1	3	-0.6	-3.6	8	1.9	?	5.0	1.5	3
C#CCOCCOCCOCCNc1nc(N2CCN(C(=O)CCCCCCCCCCNC(=O)[C@H]([C@@H](C)CC)n3cc(CCCCN=C(N)N)nn3)CC2)nc(N2CCN(C(=O)CCCCCCCCCCNC(=O)[C@@H]([C@H](C)O)n3cc(C)nn3)CC2)n1	1	0.4	15*	8	-1.1	-46	-1.8	?	-17
O=C1CC(NCCc2ccccc2)C(=O)N1CCc1ccccc1 (configuration not stated)	2	4.3	-2.9	-9	-3.1	?	-0.2	1.0	-2
Cn1c(SCc2nc(-c3ccc(Br)cc3)no2)nnc1-c1ccco1	-1	-0.4	-3.9	-5	0.7	16	/	4.3	-1
C=CCn1c(SCc2ccccc2C#N)nnc1-c1cc(Br)ccc1O	-2	5.5	-6.0	7	-0.7	-3	6.0	-0.2	-3
CC1(C(=O)N/N=C/c2ccccc2)CC1(Cl)Cl (configuration not stated)	0	0.6	-1.9	0	3.3	-37	-0.1	-0.2	-5
O=C(O)Cc1ccc(N=Cc2c(O)ccc3ccccc23)cc1	-3	1.1	0.6	14	0.0	3	/	2.7	-2
CN(CCC1CCCCO1)C(=O)CCc1nnc(CCc2ccccc2)o1 (configuration not stated)	-2	-1.0	-0.2	5	1.3	10	-1.0	-1.2	2
CC(=O)CCc1c(C)c2cccc(C)c2[nH]c1=O	4	0.4	-1.5	18	-0.1	-2	-0.5	-0.9	-4
N#Cc1ccccc1S(=O)(=O)N1CCN(CC(O)COc2ccccc2F)CC1 (configuration not stated)	22	4.2	-0.2	-3	-1.2	6	3.1	-0.2	-1
C/C(Cl)=C/CC1(CN2CCCC2=O)C(=O)NC(=O)NC1=O	3	-0.3	-2.6	-2	0.1	-1	0.6	-0.3	4
CCC(=O)NCCc1nc2ccccc2[nH]1	-2	-2.2	-2.9	-10	0.5	4	-1.0	0.2	2
O=C(c1ccccc1)C(Nc1ccccn1)c1ccccc1 (configuration not stated)	5	-2.2	-0.7	6	0.1	8	/	0.7	-2
Cc1cnc(C(=O)Nc2nnc(C(C)C)s2)cn1	1	1.4	-0.7	13	-0.9	-9	/	-1.0	5
N#CC(c1ccccc1)c1cccc(Cl)n1 (configuration not stated)	-5	0.5	-1.2	-5	-0.1	2	/	-1.9	0
O=C(CCCC(=O)Nc1cccnc1)Nc1cccnc1	-1	0.2	-3.5	-4	0.1	4	11	-0.5	1
CCCN1CNC(=S)N(c2ccccc2OC)C1	3	0.7	1.0	5	0.3	8	-0.8	-0.6	-3
Cc1nc(NCCc2ccccc2)c2oc3ccccc3c2n1	2	0.1	-3.7	-3	-1.2	-4	12	1.2	-6
COc1ccc(COC(=O)C2=C(C)NC(=O)NC2c2cc(Br)c(O)c(OC)c2)cc1 (configuration not stated)	1	2.6	0.1	1	-4.4	-12	1.8	0.4	1
COc1cc(C(c2c(O)nc(SC)[nH]c2=O)c2c(O)nc(SC)[nH]c2=O)cc(OC)c1OC	2	6.1	-0.7	1	-4.8	14	-2.0	1.5	2
CCn1c(SCC(=O)Nc2c(C)n(C)n(-c3ccccc3)c2=O)nc2c1c(=O)n(C)c(=O)n2C	1	-1.7	-3.1	2	0.2	-3	/	-0.7	-2

Reprinted from the part before: 3 entries, then new ones.
SMILES	Mtb FBA inh	UGM FP inh	FadD28 binding	GDH-TPI counter	BoNT A protease	BoNT F protease	BioA inh	PfHsp40 rescue	Anthrax LF inh2
COc1ccc(COC(=O)C2=C(C)NC(=O)NC2c2cc(Br)c(O)c(OC)c2)cc1 (configuration not stated)	1	2.6	0.1	1	-4.4	-12	1.8	0.4	1
COc1cc(C(c2c(O)nc(SC)[nH]c2=O)c2c(O)nc(SC)[nH]c2=O)cc(OC)c1OC	2	6.1	-0.7	1	-4.8	14	-2.0	1.5	2
CCn1c(SCC(=O)Nc2c(C)n(C)n(-c3ccccc3)c2=O)nc2c1c(=O)n(C)c(=O)n2C	1	-1.7	-3.1	2	0.2	-3	/	-0.7	-2
CNC(=O)C1CCN(S(=O)(=O)c2c(C)noc2/C=C/N(C)C)CC1	-4	-0.1	-0.2	35*	0.3	7	1.5	-1.0	-3
COc1cc(/C=C/C(=O)O)cc(S(=O)(=O)N2CCN(S(=O)(=O)c3ccc(Cl)cc3)CC2)c1OC	5	1.5	-3.0	2	0.2	-6	0.7	1.4	-3
CCCCCCCN1C/C=C\C(c2ccc(OC)cc2)N(Cc2ccc(F)cc2)C(=O)[C@H]1Cc1ccccc1 (some centres not stated)	0	-0.7	-2.2	2	-0.7	-11	-0.2	0.7	-7
CC(=O)Nc1ccc(NC(=O)C(C)OC(=O)c2ccccc2NS(=O)(=O)c2cccs2)cc1 (configuration not stated)	6	0.7	1.1	-3	0.4	3	-1.0	0.6	3
COc1cccc(C(=O)N2CCCc3ccccc32)c1OC	2	/	-1.1	12	0.2	-2	-0.8	/	2
Cc1ccnc(NS(=O)(=O)c2ccc(N=Cc3c(O)n(C)c(=O)n(C)c3=O)cc2)n1	-6	0.4	-2.3	11	-0.4	-2	/	0.5	-3
O=C(N/N=C/c1cccs1)c1ccc2c(c1)OCO2	-2	0.8	-1.1	27	-0.2	-4	/	0.1	0

Another view of some results above.
structure,Mtb FBA inh,UGM FP inh,FadD28 binding,GDH-TPI counter,BoNT A protease,BoNT F protease,BioA inh,PfHsp40 rescue,Anthrax LF inh2
COc1cc(/C=C/C(=O)O)cc(S(=O)(=O)N2CCN(S(=O)(=O)c3ccc(Cl)cc3)CC2)c1OC,5,1.5,-3.0,2,0.2,-6,0.7,1.4,-3
COc1cccc(C(=O)N2CCCc3ccccc32)c1OC,2,/,-1.1,12,0.2,-2,-0.8,/,2
